From PubChem BioAssay
MBNL1-CUG inh: qHTS Assay for Inhibitors of MBNL1-poly(CUG) RNA binding; TR-FRET MBNL1-His/biotin-(CUG)12 binding, 665/545 ratio; AID 2675, 2010; 280,000 compounds, 0.036% hits; Muscleblind-like protein 1 (Homo sapiens), Q9NR56; Potency, µM (top dose mostly 57.5 µM), for inactives: at the highest dose activity change, negative = inhibition, usual class: inhibitors; active = well fitted inhibition curve with a large enough effect in the signal ratio, with a control signal flat, not every such curve was filed as active; inconclusive = small, poorly fitted or top-dose-only effect, or effect the other way, or a change in a side signal; inactive = no such curve, though single readings can be large or run the other way; the % refers to the signal ratio; note: % is set by controls: 0 for no effect and ±100 for the full control effect
Target sequence (Q9NR56 whole entry, looked up): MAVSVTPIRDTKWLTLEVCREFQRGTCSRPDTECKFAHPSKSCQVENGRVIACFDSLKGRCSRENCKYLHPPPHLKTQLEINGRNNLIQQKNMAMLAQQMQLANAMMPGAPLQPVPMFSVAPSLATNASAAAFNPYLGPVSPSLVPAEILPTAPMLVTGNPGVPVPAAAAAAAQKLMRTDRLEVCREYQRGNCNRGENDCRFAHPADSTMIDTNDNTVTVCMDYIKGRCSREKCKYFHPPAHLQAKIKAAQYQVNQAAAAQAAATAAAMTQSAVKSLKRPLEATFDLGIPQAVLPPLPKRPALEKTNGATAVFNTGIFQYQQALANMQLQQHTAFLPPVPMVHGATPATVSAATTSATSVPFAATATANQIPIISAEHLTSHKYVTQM
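TR-FRET between His-tagged MBNL1 and biotin-(CUG)12 RNA, detected with Tb anti-His antibody (0.055 ng/ul) and streptavidin-XL665 (5 nM), 60 min at room temperature. Compounds titrated 92 nM to 58 uM; 665/545 nm ratio normalized to buffer and complex controls.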
uPA surface inh: qHTS for Inhibitors of Cell Surface uPA Generation; cell surface uPA generation assay, qHTS; Potency, µM (series often up to 38.3 µM), for the others: top-dose activity change, negative = inhibition, actives largely listed as inhibitors; 330,000 compounds, 0.31% hits; AID 540303, 2011; active = well fitted inhibition curve with a large enough effect; inconclusive = small, poorly fitted or top-dose-only effect; inactive = no such curve, though single readings can be large or run the other way; tested in mouse RAW 264.7 cells; note: % is set by controls: 0 for no effect and ±100 for the full control effect; nearly all actives have a fitted effect of over 55% in size
Rab9 promoter act: qHTS Assay for Rab9 Promoter Activators. Potency, µM (series often up to 9.22 µM), for inactives: at the top dose activation, negative = inhibition, actives largely listed as activators. Huh7 Rab9 promoter-luciferase reporter, luminescence, 24 h. 320,000 compounds, 2.8% hits. AID 485297, 2010; note: % of control where 0% means no effect; nearly all actives have a fitted effect of over 60% in size
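Huh7 cells stably carrying Rab9 promoter–luciferase reporter, plated 1500 cells/well, compound added after 2 h and incubated 24 h at 37 °C; luciferase luminescence then read after 10 min with detection reagent.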
VP16 counter: VP16 counterscreen qHTS for inhibitors of ROR gamma transcriptional activity. 310,000 compounds, 3.5% hits. Potency, µM (series often up to 53.6 µM), without a hit: at the top dose activity, negative = inhibition, most hits filed as inhibitors. Drosophila S2 Gal4-VP16 UAS-luciferase, luminescence, 20 h;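 note: Gal4-VP16 expression switched on by copper sulfate through the metallothionein promoter; % is set by controls: 0 for no effect and ±100 for the full control effect; nearly all actives have a fitted effect of over 50% in size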
NPC1 prom act: qHTS Assay for NPC1 Promoter Activators; Huh7 NPC1 promoter luciferase reporter, 24 h; AID 485313, 2010; 320,000 compounds, 2.4% hits; Potency, µM (titrated, usually from 9.22 µM), for inactives: at the top dose activation, actives largely listed as activators;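 note: % of control where 0% means no effect; nearly all actives have a fitted effect of over 60% in size; reporter is driven by a mutant NPC1 promoter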
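Luciferase expression driven by the NPC1 promoter was measured in stably transfected Huh7 cells after a 24 h compound incubation, using a luciferase reagent and a luminescence read.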
FLuc counter: qHTS profiling assay for firefly luciferase inhibitor/activator using purifed enzyme and Km concentrations of substrates (counterscreen for miR-21 project); Luciferin 4-monooxygenase (Photinus pyralis), P08659; purified FLuc, Km substrates, luminescence inhibition; Potency, µM (top dose mostly 57.5 µM), inactives show at the highest dose activity change, negative = inhibition, actives largely listed as inhibitors; 360,000 compounds, 6.9% hits; AID 588342, 2011;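 note: plate controls were vehicle for no effect and reference inhibitor for full effect; nearly all actives have a fitted effect of over 55% in size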
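Purified P. pyralis luciferase (10nM final) with 10uM D-luciferin and 10uM ATP (Km levels) in 50mM Tris acetate pH 7.5, 10mM Mg acetate, 0.01% Tween-20, 0.05% BSA; qHTS 6-point titration, ~60 µM downward; luminescence read.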
BRCA1 expr act: qHTS Assay to Identify Small Molecule Activators of BRCA1 Expression; 380,000 compounds, 1.1% hits; MCF7-BRCA1-FFLuc reporter, luminescence, 48 h; response scale: scaled: vehicle 0%, 10 µM genistein 100%; Potency, µM (series often up to 46.1 µM), without a hit: top-dose activation, hits mostly activators; AID 624202, 2012; note: nearly all actives have a fitted effect of over 80% in size; some results filed as inactive show a strong effect at the top dose
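Luminescence from a BRCA1-driven firefly luciferase in MCF7 cells was read after 48 h compound exposure at 37 C. Data normalized against DMSO and a 10microM genistein activation control, then curve-fitted across the titration.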
RORgamma inh: qHTS for inhibitors of ROR gamma transcriptional activity | Nuclear receptor ROR-gamma (Mus musculus), P51450 | Drosophila S2 Gal4-RORgamma UAS-luciferase reporter, 20 h | Potency, µM (titrated, usually from 53.6 µM), for the others: top-dose activity change, negative = inhibition, usual class: inhibitors | 310,000 compounds, 5.4% hits | AID 2551, 2010; note: % is set by controls: 0 for no effect and ±100 for the full control effect; nearly all actives have a fitted effect of over 60% in size
Target sequence (P51450 whole entry, looked up, the tested form may be a part): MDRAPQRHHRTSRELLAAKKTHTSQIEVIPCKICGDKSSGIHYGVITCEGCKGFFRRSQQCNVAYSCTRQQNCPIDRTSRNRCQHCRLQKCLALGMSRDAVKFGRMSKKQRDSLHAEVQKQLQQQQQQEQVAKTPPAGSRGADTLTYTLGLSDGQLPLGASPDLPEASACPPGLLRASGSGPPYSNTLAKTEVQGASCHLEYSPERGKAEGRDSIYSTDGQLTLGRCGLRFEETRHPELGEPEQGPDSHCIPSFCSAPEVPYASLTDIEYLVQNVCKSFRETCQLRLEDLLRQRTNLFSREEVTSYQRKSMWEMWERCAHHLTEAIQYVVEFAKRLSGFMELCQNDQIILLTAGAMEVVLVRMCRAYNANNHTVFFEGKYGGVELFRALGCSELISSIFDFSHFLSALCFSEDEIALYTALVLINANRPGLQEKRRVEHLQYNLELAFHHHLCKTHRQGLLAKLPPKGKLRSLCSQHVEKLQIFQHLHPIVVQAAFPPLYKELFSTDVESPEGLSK
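Read-out: Photinus luciferase luminescence; inhibitors lower reporter signal. Insect Schneider cells with Gal4-ROR gamma fusion under metallothionein promoter, UAS reporter; 700 uM final copper sulfate induction, 20 hr, ambient temperature.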
ELG1 genotox: qHTS screen for small molecules that induce genotoxicity in human embryonic kidney (HEK293T) cells expressing luciferase-tagged ELG1 | HEK293T ELG1-luciferase reporter, luminescence, 16 h | Potency, µM (series often up to 46 µM), for inactives: at the top dose activity change, positive = activation, most hits filed as activators | 330,000 compounds, 1.3% hits | AID 504466, 2011; note: % of control where 0% means no effect; nearly all actives have a fitted effect of over 60% in size
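ELG1-luciferase HEK293T cells, 2,000/well; compound pinned in; 16 hr, 37 °C, 5% CO2; ONE-Glo, 30 min RT; luminescence on CCD imager.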
p53 reactivation: qHTS assay for re-activators of p53 using a Luc reporter. H1299 p53-A138V BP100-luciferase reporter, luminescence, 24 h. Potency, µM (top dose mostly 92.2 µM), inactives show at the highest dose activity change, positive = activation, most hits filed as activators. 320,000 compounds, 0.063% hits; note: % of control where 0% means no effect; nearly all actives have a fitted effect of over 45% in size
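H1299 (p53-null), stable ts p53-A138V + BP100-Luc; 1000 cells/well, Opti-MEM/10% FBS; cpd 4 pt, 1:5; 24 h, 37 deg C, 5% CO2; detection reagent 10 min RT; luminescence.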
Starred values were filed as active, the others as inactive; ? = inconclusive; / = no result given; [ ] = dose if it differs, or a comment. Unless noted, calls come from the whole dose curve; as a rule, active = well fitted curve in the direction sought with a large enough effect; inconclusive = small, poorly fitted or top-dose-only effect, or another doubt; inactive = no such curve, though single readings can be large; an effect the other way counts as inactive or inconclusive. Potency is the fitted concentration of half-maximal effect.

SMILES | MBNL1-CUG inh | uPA surface inh | Rab9 promoter act | VP16 counter | NPC1 prom act | FLuc counter | BRCA1 expr act | RORgamma inh | ELG1 genotox | p53 reactivation
O=S(=O)(NC1CC1)c1ccc(S(=O)(=O)N2CCCC3(CCCCC3)C2)cc1 | 7% | -14% | -3% | ? | -1% | 5% | -36% | ? | 5% | 1%
C=C(C)C(=O)NNc1ccccc1 | -10% | 6% | -2% | ? | -8% | -2% | 3% | ? | 8% | -3%
CC(C)OC(=O)CSc1nnc(-c2cnccn2)n1-c1ccccc1 | -2% | 6% | -3% | -2% | -1% | 0% | 2% | 30% | 1% | -2%
CCC(=O)Nc1nonc1-c1nc2ccccc2n1CCC(C)C | -8% | 12% | 0% | -16% | -5% | 0% | -32% | -36% | -3% | -23%
O=C1C(=O)N(CCCn2ccnc2)C(c2ccc(Cl)cc2)/C1=C(\O)c1ccc2c(c1)OCCO2 (stereo not given) | 37%[activator] | 7% | 0% | 3% | 0% | -12% | 19% | 12% | 0% | 2%
CCCCN(C(=O)CNC(=O)c1ccco1)C(C(=O)NC1CCCC1)c1ccc(OC)cc1 (stereo not given) | -1% | -2% | 5% | -1% | 3% | -1% | -16% | -14% | 1% | -3%
CCCCn1c(SCc2cc(=O)[nH]c3ccccc23)nc2c1c(=O)n(C)c(=O)n2C | -3% | / | 2% | -9% | 0% | 0% | / | -5% | -3% | 4%
COc1cc([N+](=O)[O-])c(C(=O)N2CCOCC2)c([N+](=O)[O-])c1 | ? | 0% | -7% | -8% | -1% | -1% | -14% | -24% | 1% | -2%
Cc1cc2oc(=O)cc(-c3ccccc3)c2c(C)c1-c1ccc(C#N)cc1 | / | -11% | / | -11% | / | / | -15% | 34% | 9% | -3%
C[C@H](CO)N1C[C@H](C)[C@@H](CN(C)Cc2ccncc2)Oc2c(NS(=O)(=O)c3cccs3)cccc2C1=O | / | 1% | / | / | / | / | -1% | / | 0% | -2%
O=c1[nH]c(-c2ccc(Cl)cc2)cs1 | 8% | -3% | -3% | -7% | -5% | -6% | -24% | -25% | 7% | -1%
C=C(C)C(=O)N1CC2(CC(c3cccc(NC(=O)/C=C\C)c3)=NO2)C[C@H]1C(N)=O (stereo not given in full) | 6% | 1% | -5% | -1% | -1% | 1% | 32% | 7% | 3% | 0%
CCCn1c(SCC(=O)NCc2ccco2)nnc1-c1ccncc1 | -9% | 3% | -1% | 0% | -2% | 3% | 1% | 22% | 2% | 0%
COc1ccccc1NC(C)C(=O)Nc1ccc(C(C)=O)cc1 (stereo not given) | / | 0% | -1% | -4% | -1% | 2% | -17% | -5% | 7% | -7%
COCCNC(=S)Nc1ccc2nsnc2c1 | / | 5% | 0% | 28% | 4% | -15% | 50% | -36% | -1% | 25%
O=C(NCCOc1ccc(F)cc1)C1CCN(S(=O)(=O)c2ccccc2)CC1 | -2% | -4% | 6% | 14% | 0% | 0% | -13% | 43% | -11% | -1%
Cc1ccc(CNS(=O)(=O)c2c(C)[nH]c(C)c2C(=O)N2CCCCC2)o1 | -4% | 4% | 0% | -1% | -10% | 0% | 6% | -5% | 1%[9.26 µM] | -1%
CN(CC(=O)Nc1cccc(F)c1)C(=O)c1ccccc1OCC(=O)Nc1cccc(C(F)(F)F)c1 | / | -11% | -4% | / | 2% | 3% | -33% | / | 1% | 0%
Cc1ccc(C(=O)OCC(=O)Nc2sc3c(c2C#N)CCC3)cc1 | / | -1% | -12% | -21% | -6% | 3% | 8% | -35% | 0% | 3%
Cc1cc(CCC(=O)O)c(C)cc1CCC(=O)O | 11% | 3% | -6% | 0% | -2% | 9% | -9% | -39% | 1% | -1%
Cc1ccc(NC(=O)Cc2c(O)c3ccccc3[nH]c2=O)c(C)c1 | / | 2% | 0% | ? | 1% | 17µM* | -2% | 0% | -1% | 0%
Cc1nn(-c2ccccc2)c(Cl)c1/C=N/Nc1ccc(Cl)c(C(=O)O)c1 | 11% | -7% | 0.079µM* | ? | 0.089µM* | 0.6µM* | ? | ? | 0.18µM* | 32%
CCC(C)(C)NC(=O)C(c1ccncc1)N(Cc1cccs1)C(=O)Cn1nnc2ccccc21 (stereo not given) | -5% | -3% | 18% | -1% | 8% | -1% | 2% | 42% | 2% | -5%
CN1CCc2c(sc(NC(=O)C3CCCN3S(=O)(=O)c3ccc(Cl)s3)c2C(N)=O)C1 (stereo not given) | / | -3% | -1% | / | 0% | 1% | 1% | / | 0% | 3%
Cc1ccc(S(=O)(=O)N2CCN(Cc3ccccc3)CC2)cc1 | -1% | 19% | 1% | -14% | -8% | 0% | -7% | 3% | 0% | -1%

(cont.)
SMILES | MBNL1-CUG inh | uPA surface inh | Rab9 promoter act | VP16 counter | NPC1 prom act | FLuc counter | BRCA1 expr act | RORgamma inh | ELG1 genotox | p53 reactivation
Cc1c(C(=O)NC2CCCCC2C)oc2ccccc12 (stereo not given) | 3% | 0% | 5% | 5.6µM* | -1% | 13µM* | 34% | 11µM* | -17% | -25%
CN(C)c1ccc(CNc2ccccn2)cc1 | -3% | 0% | ? | -7% | ? | 13µM* | ? | -4% | ? | 6%
O=C(CCN1CCOCC1)Nc1cccc(Br)c1 | 0% | 3% | 0% | 8% | -7% | 2% | 10% | -22% | 0% | -2%
CCOc1cc2[nH]c(=S)n(CCCCC(=O)NCc3ccco3)c(=O)c2cc1OCC | 12% | / | -12% | / | -3% | 1% | 3% | 3%[0.365 µM] | 3% | 6%
COc1ccc(NC(=O)c2c(C(F)(F)F)nn(C)c2Cl)cc1 | / | 0% | -2% | 3% | -16% | 3% | -8% | 33% | 5% | 2%
COc1cccc(OC)c1C(=O)N1CCN(Cc2cccnc2)CC1 | -3% | 3% | 1% | -1% | -3% | -1% | 5% | 4% | 0% | -3%
N/C(=N\OC(=O)C1CCCCC1)c1ccncc1 | -1% | 4% | -3% | ? | 3% | ? | 32% | 8% | 10% | -2%
O=C(COc1ccc([N+](=O)[O-])cc1)N1CCc2ccccc2C1 | ? | 3% | 9% | -13% | 3% | -12% | -13% | 44% | 1% | 8%
C=C(C)Cn1c(N2CC(C)CC(C)C2)nc2c1c(=O)[nH]c(=O)n2C (stereo not given) | -2% | -13% | -3% | 10% | -5% | -2% | -1% | -23% | 2% | -4%
CC(=O)Nc1ccc(SCC(=O)c2c(N)n(Cc3ccccc3)c(=O)n(C)c2=O)cc1 | 2% | -2% | 4% | 4% | 5% | 2% | -13% | 21% | -9% | 0%
CCN(CC)CCCn1c(C)cc2c(c1=O)C(c1cccc(Cl)c1)C(C#N)=C(N)O2 (stereo not given) | -6% | -1% | -2% | -1% | 0% | -2% | -24% | 0% | 0% | -1%
Cc1nccn1-c1ccc(C(F)(F)F)cc1[N+](=O)[O-] | ? | -4% | 1% | 21% | -4% | 5% | -4% | -32% | -2% | 3%
COc1nc(N(C)C)nc(N(OC)S(=O)(=O)c2ccccc2Cl)n1 | -10% | -3% | 5% | 1% | -11% | 1% | -3% | 18% | -5% | -2%
NC(=O)C(=O)NN=C1CCC(c2ccccc2)CC1 (stereo not given) | 15% | 5% | 6% | -3% | -1% | 0% | 0% | -19% | 5% | 8%
CC(C)(C)OC(=O)NN1CC(=O)N2Cc3ccccc3C[C@@H]2C1=O | 0% | -5% | 0% | -8% | 0% | 0% | 10% | -30% | -3% | -9%
COc1ccc2c(c1)OC[C@H]1[C@H]2N2C(=O)CN(Cc3ccc(Cl)cc3)C(=O)[C@@]2(C)[C@H]1c1ccccc1 | / | -19% | -4% | / | 0% | -1% | -21% | / | -5% | -13%
CCOc1cccc2c1OC1(C)CC2NC(=O)N1c1cccc(F)c1 (stereo not given) | -10% | 3% | 6% | -2% | 15% | 1% | -3% | -1% | 1% | -5%
Cc1nnc(SC(C)C(=O)Nc2sc3c(c2C#N)CCCC3)[nH]c1=O (stereo not given) | 0% | -1% | 3% | 3% | -8% | -2% | -17% | -4% | -2% | 2%
CCC(C)NC(=O)C1CCN(c2nc(C)cc(C)n2)CC1 (stereo not given) | -2% | / | -9% | -2% | 1% | 6% | -1% | 13% | 3% | -21%
COc1ccccc1-c1cc2nc(C)cc(C)n2n1 | 9% | -3% | 18% | 25% | 27% | 15µM* | 14% | -1% | ? | 14%
O=[N+]([O-])c1ccc(-c2cn3c(n2)CCC3)cc1 | ? | -8% | ? | -10% | ? | 24µM* | ? | 3% | 15% | 17%

A portion taken from the entries so far, as a working copy:
SMILES | MBNL1-CUG inh | uPA surface inh | Rab9 promoter act | VP16 counter | NPC1 prom act | FLuc counter | BRCA1 expr act | RORgamma inh | ELG1 genotox | p53 reactivation
O=S(=O)(NC1CC1)c1ccc(S(=O)(=O)N2CCCC3(CCCCC3)C2)cc1 | 7% | -14% | -3% | ? | -1% | 5% | -36% | ? | 5% | 1%
C=C(C)C(=O)NNc1ccccc1 | -10% | 6% | -2% | ? | -8% | -2% | 3% | ? | 8% | -3%
